UBC13 polyUb = blocks human UBC13 polyubiquitin chain formation | TR-FRET | inhibition, % at 20 µM | actives 0.47% (n = 330,000) | AID 485273; in the data active = inhibition above about 45%, passing the limit was not always enough
SENP7 block = inhibitors of human SENP7 protease; AID 434973; recombinant SENP7, Z-RLRGG-aminoluciferin luminescence, 40 min; inhibition, % at 5 µM; actives 1.5% (n = 330,000); Q9BQF6;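 active = inhibition above about 50% at the single test dose, limit read from the data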;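 note: plate controls were DMSO with enzyme for no effect and no enzyme buffer wells for full effect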
SENP8 block-1 = blocks human SENP8 cleavage of Nedd8 substrate | AID 602440 | Q96LD8 | actives 0.64% (n = 360,000) | recombinant SENP8, Nedd8 substrate fluorescence | inhibition, % at 20 µM; in the data active = inhibition mostly above about 40%, no sharp cut-off; inactive = mostly below about 27%
HKDC1 inh = inhibitors of human hexokinase HKDC1 | Q2TB90 | recombinant HKDC1, G6PDH/diaphorase resazurin coupled fluorescence | inhibition, % at 20 µM | actives 0.16% (n = 340,000) | AID 493160;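 active = inhibition above about 35% when tested at 20 µM, limit read from the data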;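 note: plate controls were DMSO wells with enzyme for no effect and DMSO wells lacking enzyme for full effect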
Target sequence (Q2TB90 whole entry, looked up): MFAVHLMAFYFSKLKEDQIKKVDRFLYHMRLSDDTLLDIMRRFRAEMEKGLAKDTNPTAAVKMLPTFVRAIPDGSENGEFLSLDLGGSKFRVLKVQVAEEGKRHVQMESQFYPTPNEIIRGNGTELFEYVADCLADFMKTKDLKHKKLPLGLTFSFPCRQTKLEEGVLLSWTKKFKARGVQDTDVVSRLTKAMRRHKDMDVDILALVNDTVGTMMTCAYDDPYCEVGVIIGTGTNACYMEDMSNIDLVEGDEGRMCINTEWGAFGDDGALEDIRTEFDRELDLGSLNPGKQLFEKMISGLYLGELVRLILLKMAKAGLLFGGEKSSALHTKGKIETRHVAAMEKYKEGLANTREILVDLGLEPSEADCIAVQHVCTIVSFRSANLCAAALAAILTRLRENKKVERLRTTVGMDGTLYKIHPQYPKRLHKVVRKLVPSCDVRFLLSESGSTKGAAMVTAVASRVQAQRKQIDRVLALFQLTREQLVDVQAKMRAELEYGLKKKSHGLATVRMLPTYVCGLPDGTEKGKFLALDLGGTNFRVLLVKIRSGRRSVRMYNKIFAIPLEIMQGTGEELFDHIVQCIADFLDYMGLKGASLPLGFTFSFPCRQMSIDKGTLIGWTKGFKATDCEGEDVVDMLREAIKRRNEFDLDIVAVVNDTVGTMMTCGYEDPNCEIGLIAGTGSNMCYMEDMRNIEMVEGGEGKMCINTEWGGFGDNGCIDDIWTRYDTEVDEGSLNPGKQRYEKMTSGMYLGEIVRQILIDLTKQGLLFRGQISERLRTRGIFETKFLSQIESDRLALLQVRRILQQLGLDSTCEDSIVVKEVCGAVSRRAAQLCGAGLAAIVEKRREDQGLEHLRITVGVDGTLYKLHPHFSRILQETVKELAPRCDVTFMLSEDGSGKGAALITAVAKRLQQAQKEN
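test system = in-house recombinant HK5 (HKDC1) enzyme | amount = HKDC1 at 5 µg/mL | control set = DMSO-enzyme wells negative, buffer-substituted wells positive | compound = one dose of 20 µM, 1% DMSO | schedule = reaction time 90 min, room temperature, protected from light | technique = resorufin fluorescence at 613 nm | reagent = glucose with 1 mM ATP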
SENP1 FRET inh = SENP1 (human) catalytic domain inhibition. AID 624204. inhibition, % at 10 µM. actives 0.21% (n = 360,000). Q9P0U3. recombinant SENP1 catalytic domain, CyPet-SUMO1-YPet FRET cleavage;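 active = inhibition at least 30% at 10 µM, raw YFP signal under a set limit, fluorescence ratio 0.5 to 1.5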;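 note: 0% = enzyme with DMSO and 100% = no enzyme wells; some results filed as inactive read as strong as hits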
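Test system: human SENP1 catalytic domain; medium: Tris pH 8 buffer plus EDTA, NaCl, BME, BSA, NP40, catalase; incubation: 50 min reaction at room temperature; technique: FRET, CFP and YFP emission; controls: no-enzyme low control and enzyme-plus-DMSO high control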
PfGluPho inh = PfG6PD (Plasmodium falciparum) enzyme inhibition; PfGluPho enzyme, NADPH resazurin-diaphorase fluorescence; inhibition, % at 20 µM; actives 0.78% (n = 350,000);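 active = inhibition reaching at least a set limit at 20 µM in the primary screen, cut at about 59% in these data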;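 note: 0% = DMSO wells with substrate and 100% = DMSO wells lacking glucose-6-phosphate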
SENP6 inh = blocks the human protease SENP6; Q9GZR1; Recombinant SENP6 catalytic domain, aminoluciferin luminescence; actives 1.8% (n = 330,000); inhibition, % at 10 µM;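 active = inhibition above about 50% at the single tested dose, limit read from the data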;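 note: plate controls were DMSO wells with enzyme for no effect and DMSO wells lacking enzyme for full effect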
SENP8 block-2 = SENP8 protease inhibition. Q96LD8. inhibition, % at 10 µM. actives 1.2% (n = 330,000). purified SENP8, Z-RLRGG-aminoluciferin cleavage, luminescence. AID 2540; in the data active = inhibition above about 50%
beta cell repl = induces beta-cell replication in MIN6 cells; MIN6 cells proliferation, ATPlite luminescence, 48 h; cells starved in 0.2% serum; 100% = growth in 10% serum; proliferation, % at 10 µM; actives 0.29% (n = 330,000); AID 2380;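 active = compounds whose signal lies at least 3.5 SD above the mean of all wells on their plate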;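 note: 0% = DMSO-treated cells in low-serum medium and 100% = 10% serum control; some compounds called inactive have numbers as strong as hits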
The depositor's hits bear a star; / = not tested or not shown.

Below each SMILES: PfGluPho inh	SENP7 block	SENP6 inh	beta cell repl	UBC13 polyUb	SENP1 FRET inh	SENP8 block-1	HKDC1 inh	SENP8 block-2
COc1cc(C=O)ccc1OC(=O)c1ccncc1
→ -8	7	8	-1	4	-1	-6	0	5
O=C1C=C(N2CCCCCC2)C(=O)N1c1ccc(Cl)cc1
→ -31	/	/	/	/	17	12	3	/
O=C(CNS(=O)(=O)c1ccccc1)N/N=C\c1ccc(Cl)cc1
→ 1	-1	-9	-2	5	4	12	-7	1
COc1ccc(-c2ccc3oc(-c4ccsc4)cc(=O)c3c2)cc1F
→ -19	1	-5	-1	16	1	-485	-2	-10
O=C(/C=C/c1ccc2c(c1)OCO2)NCc1ccncc1
→ 2	0	-7	0	5	-10	-252	-5	-3
OCC[C@@H]1C[C@@H](O)[C@H](O)[C@]2(CCc3ccccc3O2)O1
→ -4	14	-11	-1	-5	2	-4	-11	-17
COc1ccc(S(=O)(=O)N2CCCCCC2)cc1C(=O)OCc1c(C)noc1C
→ -3	1	-9	-1	8	1	6	-1	-3
COc1ccc(S(=O)(=O)N2CCN(C3CCN(Cc4ccccc4)CC3)CC2)cc1
→ 4	1	-14	0	4	-14	11	-6	3
Cc1nc2ccc(C(=O)N/N=C/c3cc([N+](=O)[O-])ccc3O)cc2[nH]1
→ -13	-3	-4	0	-10	-17	-27	-17	-1
Cc1ccc(N2C(=O)C3C(c4ccccc4)N4CCCN4C3(C)C2=O)cc1 (stereo not drawn)
→ -14	7	-7	0	-1	1	10	-17	-6
CC1CCN(C(=O)c2ccc(COc3ccccc3Cl)o2)CC1
→ -21	2	-6	-4	8	1	10	-6	-2
Cc1cc(Nc2ccc(Cl)cc2)nc(NCc2ccccc2)n1
→ 60*	0	-14	0	72*	0	-301	-6	-16
COC(=O)c1cc(NC(=O)CN(c2ccc3c(c2)OCO3)S(C)(=O)=O)ccc1Cl
→ -11	-6	-17	-2	9	1	24	-8	-4
COc1ccccc1NC(=O)C1CCCN(S(=O)(=O)c2ccc3[nH]c(=O)ccc3c2)C1 (stereo not drawn)
→ 6	4	-4	-2	-4	1	-13	0	-3
COc1ccc(-c2nnc(N(C)C(=O)c3ccco3)s2)cc1OC
→ -14	35	4	-1	15	2	-43	-2	-14
COc1ccc(NC(=O)CCN2C(=O)c3ccncc3C2=O)cc1OC
→ -16	-10	7	-1	-4	1	2	-1	-2
Cc1c(Br)c([N+](=O)[O-])nn1CC(=O)Nc1ccc(CC#N)cc1
→ /	0	-3	-3	-2	/	/	/	4
COc1ccc(/C=C(/CC(=O)Nc2ccc(C)cc2)c2nc3ccccc3s2)cc1
→ 3	-5	8	0	-10	-27	-249	-6	2
COC(=O)c1ccc(SC2CCCCC2)c([N+](=O)[O-])c1
→ 7	-2	-10	-4	3	0	22	-2	-2
Fc1cccc(Cl)c1Cn1nnc2c(NCc3ccncc3)ncnc21
→ -10	-5	2	2	-8	-5	-10	1	-9
O=S(=O)(c1ccc(Cl)cc1)N1CCCCCC1
→ -4	0	-5	1	4	0	12	1	2
CCCn1c(N)c(C(=O)CSc2nc(N)cc(=O)[nH]2)c(=O)n(C)c1=O
→ 2	4	-9	-1	-8	-5	1	-2	-1
CCOC(=O)C1CCN(C(=O)CSc2ccc(Br)cc2)CC1
→ 10	0	-5	-3	5	1	2	-3	0
COc1ccc(CCNC(=S)N2CCC(C(=O)c3ccc(F)cc3)CC2)cc1OC
→ 3	8	4	-3	4	1	1	-9	2
C=CCn1c(N)c(C(=O)OCC(C)C)c2nc3ccccc3nc21
→ 16	0	5	0	-9	-59	-487	-1	10
O=c1c2ccccc2cnn1Cc1cccc(Br)c1
→ -10	-2	0	3	7	1	7	0	-1
Cc1c(Cl)cccc1N(CC(=O)NC(C)c1ccccc1)S(C)(=O)=O (stereo not drawn)
→ 6	-4	-7	-2	9	1	8	1	-1
CC(C)(C)CC(=O)Nc1nnc(SCC(=O)NC2CCCCC2)s1
→ 4	2	-23	-3	4	2	15	-1	4
Cc1cccc(N2CCN(C(=O)c3oc4ccc(Br)cc4c3C)CC2)c1C
→ 1	7	0	-5	8	-3	8	7	-3
O=C(CC1(O)C(=O)Nc2ccccc21)c1ccc(-n2cccc2)cc1 (stereo not drawn)
→ 23	2	-4	0	-6	-1	-15	-3	3

4 compounds from above with just beta cell repl:
Molecule | beta cell repl
C=CCn1c(N)c(C(=O)OCC(C)C)c2nc3ccccc3nc21 | 0
COc1cc(C=O)ccc1OC(=O)c1ccncc1 | -1
O=C(/C=C/c1ccc2c(c1)OCO2)NCc1ccncc1 | 0
O=S(=O)(c1ccc(Cl)cc1)N1CCCCCC1 | 1

Back to the main list, starting 2 compounds before the break.
Below each SMILES: PfGluPho inh	SENP7 block	SENP6 inh	beta cell repl	UBC13 polyUb	SENP1 FRET inh	SENP8 block-1	HKDC1 inh	SENP8 block-2
Cc1cccc(N2CCN(C(=O)c3oc4ccc(Br)cc4c3C)CC2)c1C
→ 1	7	0	-5	8	-3	8	7	-3
O=C(CC1(O)C(=O)Nc2ccccc21)c1ccc(-n2cccc2)cc1 (stereo not drawn)
→ 23	2	-4	0	-6	-1	-15	-3	3
Cc1ccc(C)c(N2CCN(C(=O)C3CCCCN3S(=O)(=O)c3ccc(F)cc3)CC2)c1 (stereo not drawn)
→ 23	-10	-7	-3	2	3	17	1	-1
CC(C)c1ccc2c(c1)C1(NN=C(c3ccccc3)S1)C(=O)N2 (stereo not drawn)
→ 10	-4	16	-8	-81	9	-25	-39	7
Cc1cc(C)c(NC(=O)COC(=O)CCc2ccc(S(=O)(=O)N3CCCCC3)cc2)c(C)c1
→ -15	-4	-1	-1	-14	2	10	-1	-1
Cn1cc(C(=O)NCCN2CCN(c3cccc(Cl)c3)CC2)c2c3ccccc3n(C)c2c1=O
→ -8	-14	-14	-5	18	-8	-269	12	-13
N#Cc1c(-c2ccc(Cl)cc2)n(O)c2ccccc12
→ -7	/	/	/	/	-3	-324	6	/
CN(C)S(=O)(=O)c1cc(NC(=O)CNCCN2CCOCC2)ccc1Cl
→ -29	2	1	1	5	1	30	19	-7
CC(C)COc1ccc(CN=C(N)N=C(N)N)cc1Cl
→ -2	-8	-17	-5	18	2	23	-9	-10
O=C(O)C1(P(=O)(c2ccc(Cl)cc2)c2ccc(Cl)cc2)CCCC1
→ -20	11	-6	1	-2	-3	6	-3	-6
Cc1[nH]nc(SCC(=O)N2CCC(C)CC2)c1[N+](=O)[O-]
→ -3	3	-1	2	7	3	18	-1	4
C=CCSc1nc2c(c(=O)[nH]c(=O)n2C)n1Cc1ccc(C)cc1
→ 27	4	8	4	-3	4	17	-2	3
Cc1ccc(NC(=S)N(CCCN2CCCC2)Cc2cccn2Cc2ccc(Cl)cc2)cc1C
→ -12	-1	-9	-6	21	1	24	-2	-5
CC(O)c1cccc(NC(=O)C2CCCCC2)c1 (stereo not drawn)
→ -1	5	12	2	1	1	13	-8	2
Cc1cc(=O)oc2c(C)c(OCC(=O)N3CCN(c4ccccc4)CC3)ccc12
→ 1	0	-5	4	-4	2	-4	-3	0
COC(=O)c1ccc(NC(=O)CN2C(=O)CSC2=O)cc1
→ 2	0	-12	-1	-6	2	10	-3	-16
Nc1ccc(CN2CCCCCC2)cc1
→ -19	-8	-12	-2	-1	1	20	-4	-7
COC(=O)N1[C@H](C)C=C[C@]1(Cc1ccccc1)C(=O)OC
→ 5	6	1	0	-4	-2	8	-6	1
CCOC(=O)c1c(NC(=O)CSc2nnc(Cc3ccccc3)o2)sc(C(C)=O)c1C
→ -3	-3	7	-4	7	7	9	1	0
C=CCn1c(SCC(=O)NCC)nnc1-c1cc2c(s1)CCC(CC)C2 (stereo not drawn)
→ 13	0	9	-3	12	2	-24	-3	-4
COC(=O)C1=C(N)N(c2ccc(F)cc2)C2=C(C(=O)CCC2)C1c1ccc2c(c1)OCO2 (stereo not drawn)
→ 8	1	15	-4	9	1	-24	-7	4
N/C(=N\OC(=O)COc1ccc2ccccc2c1Br)c1ccccn1
→ 20	11	38	-1	-17	-1	13	-5	10
Cc1cc(/C=C(\C#N)C(=O)OCC(=O)NC(=O)NC(C)(C)C)c(C)n1CCC(C)C
→ 8	-5	2	0	-7	-10	-143	-3	2
FC(F)(F)c1nc(=S)c2ccccc2[nH]1
→ 49	/	/	/	/	-1	2	-5	/
NNC(=O)COc1cccc(C(F)(F)F)c1
→ 12	0	15	-1	3	0	6	-11	-1
O=C(Nc1cccnc1)c1cc(S(=O)(=O)N2CCOCC2)ccc1Br
→ -7	-1	8	-3	0	3	25	-1	-1
CC(=O)Nc1cccc(C2=CC(c3ccco3)n3ncnc3N2)c1 (stereo not drawn)
→ /	-3	-6	-1	14	/	/	/	1
Cc1cccc(Nc2nc(-c3ccccn3)cs2)n1
→ 14	79*	76*	-5	-28	0	-6	5	70*
OCCC1CN(Cc2cc3c(cc2Cl)OCO3)CCN1C1CCCCC1 (stereo not drawn)
→ -10	-1	8	1	5	7	9	-10	-6

Looked up above:
Entry for `N/C(=N\OC(=O)COc1ccc2ccccc2c1Br)c1ccccn1` under PfGluPho inh: 20
Entry for `COC(=O)N1[C@H](C)C=C[C@]1(Cc1ccccc1)C(=O)OC` under HKDC1 inh: -6
Entry for `CC(=O)Nc1cccc(C2=CC(c3ccco3)n3ncnc3N2)c1` (stereo not drawn) under SENP8 block-2: 1
Entry for `COC(=O)C1=C(N)N(c2ccc(F)cc2)C2=C(C(=O)CCC2)C1c1ccc2c(c1)OCO2` (stereo not drawn) under SENP1 FRET inh: 1
Entry for `FC(F)(F)c1nc(=S)c2ccccc2[nH]1` under PfGluPho inh: 49

Single records, from the list above.
`N#Cc1c(-c2ccc(Cl)cc2)n(O)c2ccccc12` across the screens: PfGluPho inh: -7; SENP7 block: /; SENP6 inh: /; beta cell repl: /; UBC13 polyUb: /; SENP1 FRET inh: -3; SENP8 block-1: -324; HKDC1 inh: 6; SENP8 block-2: /
`COC(=O)c1cc(NC(=O)CN(c2ccc3c(c2)OCO3)S(C)(=O)=O)ccc1Cl` across the screens: PfGluPho inh: -11; SENP7 block: -6; SENP6 inh: -17; beta cell repl: -2; UBC13 polyUb: 9; SENP1 FRET inh: 1; SENP8 block-1: 24; HKDC1 inh: -8; SENP8 block-2: -4
`Cn1cc(C(=O)NCCN2CCN(c3cccc(Cl)c3)CC2)c2c3ccccc3n(C)c2c1=O` across the screens: PfGluPho inh: -8; SENP7 block: -14; SENP6 inh: -14; beta cell repl: -5; UBC13 polyUb: 18; SENP1 FRET inh: -8; SENP8 block-1: -269; HKDC1 inh: 12; SENP8 block-2: -13

Source: PubChem BioAssay (Sanford-Burnham Center for Chemical Genomics)
